Source: PubChem
DRD3 antagonist: qHTS of D3 Dopamine Receptor Antagonist: qHTS; AID 652054, 2013; D3R cells, DiscoveRx beta-arrestin luminescence, antagonist mode; hits give low values; 360,000 tested, 2.5% active; D(3) dopamine receptor (Homo sapiens), P35462; max response, negative = inhibition, %; in the data active = max response below about -50%; inconclusive = no clear call, values can overlap the other calls; note: % is set by controls: 0 for no effect and ±100 for the full control effect; mostly tested at two doses, the higher about 12 µM
Target sequence (P35462 whole entry, looked up): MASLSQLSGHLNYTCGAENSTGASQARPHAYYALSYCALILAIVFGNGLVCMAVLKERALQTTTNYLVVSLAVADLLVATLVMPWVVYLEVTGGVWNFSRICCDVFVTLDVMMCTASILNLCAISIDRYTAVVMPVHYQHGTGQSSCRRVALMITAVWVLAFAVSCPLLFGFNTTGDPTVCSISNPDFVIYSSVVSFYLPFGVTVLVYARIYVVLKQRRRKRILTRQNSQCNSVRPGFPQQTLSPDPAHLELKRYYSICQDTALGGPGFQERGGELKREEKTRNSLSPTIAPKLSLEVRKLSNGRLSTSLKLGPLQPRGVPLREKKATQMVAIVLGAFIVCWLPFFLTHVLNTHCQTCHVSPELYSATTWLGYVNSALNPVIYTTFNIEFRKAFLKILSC
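Cells expressing the human receptor were seeded at 1500 cells/well, incubated overnight at 37 degrees C in 5% CO2, then exposed to library compounds with dopamine controls for 90 minutes at 37 degrees C before luminescent detection.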
D3 ag: qHTS of D3 Dopamine Receptor Agonist: qHTS | D(3) dopamine receptor (Homo sapiens), P35462 | D3R DiscoveRx beta-arrestin cells, luminescence, 90 min | max activation, % | 410,000 tested, 0.58% active; in the data active = max activation above about 30%; note: 0% is about no effect; mostly tested at two doses, the higher about 12 µM
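Cells at 1500/well, incubated overnight, then treated with pinned compounds (dopamine as control) for 90 min at 37 degrees C. DiscoveRx reagent added for 30 - 60 minutes at room temperature; luminescence read.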
MmCpn inh: Inhibitors of TCP-1 ring complex (TRiC) of Methanococcus maripaludis (MmCpn): qHTS; Chaperonin Mm-Cpn (Methanococcus maripaludis); purified Mm-Cpn ATPase, ADP Transcreener TR-FRET; Potency, µM (titrated, usually from 76.9 µM), for the others: at the highest dose activity, negative = inhibition, usual class: inhibitors; 330,000 tested, 0.031% active; AID 504842, 2011; note: potency is the fitted concentration of half-maximal effect; % is set by controls: 0 for no effect and ±100 for the full control effect; nearly all actives have a fitted effect of over 80% in size
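Compound-treated chaperonin, 25 nM final, turns over 10 uM ATP at 37°C for 30 min following a 10 min preincubation; ADP generated competes with ADP-d2 for Eu-cryptate antibody, lowering FRET.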
EPAC2 ag: qHTS for Agonist of cAMP-regulated guanine nucleotide exchange factor 4 (EPAC2): primary screen | Rap guanine nucleotide exchange factor 4 (Homo sapiens), Q8WZA2 | EPAC2 activation, biochemical qHTS; response scale: 100% = 6.5 mM cAMP response | Potency, µM (top dose mostly 154 µM), for the others: at the highest dose activation, actives largely listed as activators | 360,000 tested, 0.079% active | AID 720711, 2013; note: potency is the fitted concentration of half-maximal effect; nearly all actives have a fitted effect of over 50% in size
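Nucleotide exchange monitored as fluorescence drop when BODIPY-GDP leaves Rap1B. Reaction: 100 nM EPAC2, 250 nM RAP1B-BODIPY-GDP, 50 uM GDP, room temperature, kinetic read over 30 min. Activity expressed relative to 6.5 mM cAMP.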
PTHR1 agonist: qHTS for PTHR1 Agonists: Primary Screen; Parathyroid hormone/parathyroid hormone-related peptide receptor (Homo sapiens), Q03431; HEK293 GP2 PTHR1 cells, GloSensor cAMP luminescence, 1 h; Potency, µM (titrated, usually from 115 µM), for the others: at the highest dose activation, most hits filed as activators; 410,000 tested, 0.075% active; note: potency is the fitted concentration of half-maximal effect; nearly all actives have a fitted effect of over 55% in size; some results filed as inactive show a strong effect at the top dose; inactives centre near -15; many of its hits are not listed in these tables
Target sequence (Q03431 whole entry, looked up): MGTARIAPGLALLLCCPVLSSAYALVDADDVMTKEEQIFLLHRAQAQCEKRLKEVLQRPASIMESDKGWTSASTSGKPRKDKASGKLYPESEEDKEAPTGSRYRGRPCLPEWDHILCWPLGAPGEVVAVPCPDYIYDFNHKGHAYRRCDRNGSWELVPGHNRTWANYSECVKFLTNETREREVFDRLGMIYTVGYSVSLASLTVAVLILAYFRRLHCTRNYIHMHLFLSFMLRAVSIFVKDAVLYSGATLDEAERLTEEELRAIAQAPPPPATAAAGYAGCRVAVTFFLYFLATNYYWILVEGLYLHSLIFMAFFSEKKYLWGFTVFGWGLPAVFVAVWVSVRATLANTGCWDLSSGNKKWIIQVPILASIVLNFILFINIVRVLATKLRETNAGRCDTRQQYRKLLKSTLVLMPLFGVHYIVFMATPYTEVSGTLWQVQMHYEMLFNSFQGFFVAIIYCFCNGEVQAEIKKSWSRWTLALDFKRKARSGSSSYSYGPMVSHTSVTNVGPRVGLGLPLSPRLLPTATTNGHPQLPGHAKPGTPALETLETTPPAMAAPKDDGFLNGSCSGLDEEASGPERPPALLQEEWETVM
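HEK-293-derived GP2 cells expressing PTHR1 and a GloSensor cAMP reporter, 3,000/well, plated overnight, given luciferin plus IBMX (each 0.5 mM as added) for 1 h at 37 °C, then compound for 1 h at 37 °C. Luminescence was read after 15 min at room temperature.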
CCT modulator: High-Throughput Screening for Modulators of Cytosolic Chaperonin Activity; 360,000 tested, 0.3% active; purified chaperonin ATPase assay, HTRF ADP detection, 30 min; activity change, % (concentration not given with the values), hits read low; AID 651819, 2012; in the data active = activity change below about -30%; note: % is set by controls: 0 for no effect and ±100 for the full control effect
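Nucleotide hydrolysis assay: TRiC at 20–40 nM final (set by batch activity) with 10 uM ATP, 30 min at 37 °C, in presence of 76 uM compound. Detection by competitive ADP HTRF, 30 min ambient.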
pAkt inh: HTS Assay for Inhibitors of Akt Phophorylation: Primary Screen. Neuro2A IGF-stimulated pAkt S473 HTRF, 20 min; hits give low values. 360,000 tested, 0.32% active. activity change, % for hits at 50 µM; in the data active = activity change below about -80%; inconclusive = mostly about -51% to -80%; note: % is set by controls: 0 for no effect and ±100 for the full control effect
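Neuro2A cells in DMEM with 0.5% FBS, overnight at 37 deg C, given compound at single 50 µM final, then IGF (6 nM final) for 20 min at 37 deg C. Lysed; phospho-Akt Ser473 by HTRF after 24 h, 665/615 ratio.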
EPAC2 antag: qHTS for Antagonist of cAMP-regulated guanine nucleotide exchange factor 2 (EPAC2): primary screen. 360,000 tested, 0.18% active. Potency, µM (series often up to 114 µM), for inactives: top-dose activity, negative = inhibition, usual class: inhibitors. EPAC2 GEF exchange of Rap1B-BODIPY-GDP, fluorescence. AID 720708, 2013. Rap guanine nucleotide exchange factor 4 (Homo sapiens), Q8WZA2; note: potency is the fitted concentration of half-maximal effect; % is set by controls: 0 for no effect and ±100 for the full control effect; nearly all actives have a fitted effect of over 45% in size; many of its hits are not listed in these tables
The depositor's hits bear a star; i = inactive; ? = inconclusive; . = not tested or not shown; & = joins results of further samples; [ ] = dose if it differs, or a comment. Unless noted, calls come from the whole dose curve; as a rule, active = well fitted curve in the direction sought with a large enough effect; inconclusive = small, poorly fitted or top-dose-only effect, or another doubt; inactive = no such curve, though single readings can be large; an effect the other way counts as inactive or inconclusive. An excerpt; the hit share may differ from the screen's.

SMILES	DRD3 antagonist	D3 ag	MmCpn inh	EPAC2 ag	PTHR1 agonist	CCT modulator	pAkt inh	EPAC2 antag
Oc1c(Br)cc(Br)cc1C=NCc1ccccc1	-57.4*	-27.9	-0.1%	2.2%	-7.5%	-2.0	i	?
O=S(=O)(Nc1ccc(-c2nc3cccnc3s2)cc1)c1ccc(Cl)s1	9.5	-2.6	-1.5%	8.3%	-48.6%[inhibitor]	-1.4	i	-12.1%
COc1cc2c(C(=O)N(C)c3ccc(F)cc3)cn(C)c(=O)c2cc1OC	?	-12.7	0.0%	5.9%	-18.8%	-0.5	i	8.8%
COc1ccc(CCn2c(=N)c(C(=O)NC3CCCCC3)cc3c(=O)n4ccccc4nc32)cc1	11.0	0.1	0.6%	-66.9%[inhibitor]	i	-0.5	i	?
COc1ccc2oc(C(=O)OCC(=O)N(C)C3CCS(=O)(=O)C3)c(C)c2c1 (centres undefined)	-5.8	-14.8	-1.9%	-1.9%	i	-4.3	i	5.5%
c1ccc(CCNC2=NCCCS2)cc1	0.0	-9.7	-1.4%	3.2%	-6.5%[57.5 µM]	-0.2	i	7.9%
COc1ccc(/C=C/C(=O)Nc2ccc(C(N)=O)cc2)cc1OC	7.0	16.3	-4.9%	3.0%	i	0.3	i	12.6%
Cc1ccc(CS(=O)Cc2ccc(C(=O)NCc3ccccc3Cl)o2)cc1 (centres undefined)	0.2	5.9&-1.9	-0.5%	-3.8%	-9.1%&-18.8%	-3.5	i	-5.9%
O=C(c1ccco1)N1CCN(c2nc3ccsc3c(=O)s2)CC1	9.2	2.7	0.2%	6.8%	-28.3%	-1.3	i	-4.0%
NS(=O)(=O)c1ccc(CCNC(=O)CCc2nc3sc4c(c3c(=O)[nH]2)CCCC4)cc1	7.8	2.9	-15.6%	-0.1%	18.2%	7.5	i	10.6%
COc1cc(-c2cc(NC=O)c3ncc(-c4ccc(C(C)=O)cc4)n3c2)cc(OC)c1OC	7.0	-2.2	.	-10.0%	i	-2.1	i	17.2%
O=C(Nc1cccc(S(=O)(=O)N2CCCC2)c1)c1cccc(OC(F)F)c1	1.7	0.2	-0.6%	8.8%	i	-0.4	i	-2.9%
CCc1ccc(CN(C)Cc2c(C(=O)N3CCOCC3)nc3c(C)cccn23)nc1	15.5	0.0	.	2.4%	i	-0.4	i	8.8%
CCOC(=O)C1CCCCN1C(=O)/C(=C/c1ccc(OC)cc1)c1ccc(OC)c(OC)c1 (centres undefined)	4.8	0.7	-0.9%	7.0%	-8.7%	0.8	i	?
N/C(=N\OC(=O)CC1CCCCC1)c1cccc(Br)c1	-19.7	-1.4	-6.6%	3.5%	-30.5%	-5.3	i	-4.7%
O=C(Cc1ccc(Br)cc1)NCCc1ccc(Cl)cc1Cl	-21.6	-5.7	-0.6%	2.3%	i	-1.7	i	-0.1%
O=C(NCC1COc2ccccc2O1)c1ccc(NC(=O)C(c2ccccc2)c2ccccc2)cc1 (centres undefined)	-3.1	-0.6	-5.4%	0.8%	i	0.6	i	-25.9%[57.1 µM]
CCN(CC)C(=O)c1n[nH]c(=O)c2ccccc12	-95.6*	5.4	1.7%	10.1%	i	-1.9	i	3.7%
CCCCCCCC(=O)N1c2ccccc2NC(=O)C1CC(=O)Nc1ccc(C(=O)O)cc1 (centres undefined)	0.7	4.7	-0.1%	-1.0%	i	0.6	i	-9.2%
O=C(CNS(=O)(=O)Cc1ccccc1)NNc1ccccc1	11.6	2.8	.	6.7%	i	0.7	i	4.9%

4 of the compounds above, with two lines to a compound.
Sequence of screens – DRD3 antagonist, D3 ag, MmCpn inh, EPAC2 ag, PTHR1 agonist, CCT modulator, pAkt inh, EPAC2 antag
- N/C(=N\OC(=O)CC1CCCCC1)c1cccc(Br)c1
    -19.7, -1.4, -6.6%, 3.5%, -30.5%, -5.3, i, -4.7%
- O=C(Cc1ccc(Br)cc1)NCCc1ccc(Cl)cc1Cl
    -21.6, -5.7, -0.6%, 2.3%, i, -1.7, i, -0.1%
- O=C(NCC1COc2ccccc2O1)c1ccc(NC(=O)C(c2ccccc2)c2ccccc2)cc1 (centres undefined)
    -3.1, -0.6, -5.4%, 0.8%, i, 0.6, i, -25.9%[57.1 µM]
- CCN(CC)C(=O)c1n[nH]c(=O)c2ccccc12
    -95.6*, 5.4, 1.7%, 10.1%, i, -1.9, i, 3.7%

Continued:
SMILES	DRD3 antagonist	D3 ag	MmCpn inh	EPAC2 ag	PTHR1 agonist	CCT modulator	pAkt inh	EPAC2 antag
CCC(=O)Nc1ccc(Nc2nc(C)c([N+](=O)[O-])c(Nc3ccc(NC(=O)CC)cc3)n2)cc1	25.8	10.5	-0.3%	-14.2%	-3.5%	-1.9	i	10.5%
CCCn1cc(CN2CCC(n3nccc3NC(=O)c3ccccc3)CC2)c(C)n1	-12.0	-7.4	-1.7%	-9.3%	i	0.6	i	-17.5%
O=C(CSc1nc(N2CCOCC2)nc(N2CCOCC2)n1)Nc1ccccc1F	-0.1	-3.6	-1.5%	-11.5%	i	2.2	i	10.6%
COc1ccc(N(CC(=O)Nc2ccccc2OC)S(=O)(=O)c2ccccc2)cc1Cl	-1.1	-10.4	1.6%	0.2%	i	0.9	i	1.5%
CC(C)NC(=O)Cn1cc(C#N)c2cc(Br)ccc21	-19.3	-12.7	-7.3%	7.0%	-19.5%[57.5 µM]	-2.2	i	-0.1%
C/C(CC(=O)Nc1ccc(Cl)cc1)=N\NC(=O)C(=O)N1CCCCC1	-14.3	2.7	1.6%	11.1%	i	-6.2	i	5.1%
Cc1ccc2c(SCC(=O)NCc3ccco3)nc(-c3ccc(F)cc3)nc2c1	-2.8	-16.4	-15.4%	5.0%	i	1.4	i	8.3%
Oc1ccc(-c2n[nH]c(=S)n2-c2ccc3c(c2)OCCO3)cc1	-3.4	-0.6	-3.2%	13.0%	-24.6%	0.3	i	-5.2%
Cc1ccc2nc(-c3cccnc3SCC(=O)N3c4ccccc4CC3C)[nH]c2c1 (centres undefined)	?	6.7	50.1µM*	10.1%	-9.9%[57.5 µM]	0.9	.	11.4%
COCCNC(=O)CN(C(=O)CCC(=O)Nc1cc(C)on1)c1cccc(C)c1C	11.3	-11.9	0.2%	7.3%	i	0.5	i	7.4%
Nc1sccc1C(=O)c1ccccc1	-18.0	3.1	-3.0%	-1.0%	-9.5%	-1.7	i	-2.7%
CCN1CCN(C(=O)C2CCN(C(=O)c3cc4sccc4n3CC)CC2)CC1	0.0	-6.6	-1.4%	9.0%	i	0.3	i	2.1%
COCCn1cnc2c1c(=O)n(CC(=O)NN)c(=O)n2Cc1ccccc1	-7.9	-0.5	0.8%	7.9%	i	0.2	i	-5.4%
CCCc1nc2oc3ccccc3c(=O)c2c(=O)n1-c1ccccc1	3.1	4.8	-3.2%	3.0%	i	-3.1	i	-0.8%
CCCCNC(=O)NS(=O)(=O)c1ccc(NC(=O)CCC(=O)c2cccs2)cc1	5.6	15.9	0.1%	6.1%	-8.5%	1.2	i	-7.9%
CC(=O)Nc1ccc(CN(C)c2c(C)nc3ccc(C(=O)N4CCN(C(=O)c5ccco5)CC4)cn23)cc1	12.0	2.9	.	0.0%	-11.7%	-0.3	i	12.3%
CCOC(=O)N1CCN(c2c(NCCCOC(C)C)c(=O)c2=O)CC1	19.3	-1.1	-1.9%	2.6%	-96.4%[inhibitor]	0.6	i	10.7%
CCC(C)(C)n1nnnc1CN1CCC(O)(c2cccc(C(F)(F)F)c2)CC1	-2.6	11.6	.	-1.2%	-19.2%	0.2	i	15.4%
CCn1c(S(=O)(=O)O)nc2ccccc21	5.6	1.1	-0.8%	-5.8%	-72.5%[inhibitor]	-1.6	i	-11.2%
CC1(CCc2ccc3c(c2)OCO3)NC(=O)c2ccccc2N1 (centres undefined)	-28.8	0.6	-0.2%	3.3%	i	0.1	i	0.7%
CC(=O)N1CCCN(C(=O)c2ccc3nc(Cc4ccccc4F)oc3c2)CC1	2.2	4.3	0.8%	-1.0%	-26.1%	-0.4	i	-1.1%
COc1ccc(C(OCC(O)CN(C)C2CCCCC2)c2ccc(OC)cc2)cc1 (centres undefined)	4.4	-24.9	0.2%	15.4%	i	-0.2	i	5.0%
O=C1C2C3CCCC3=C3CCCC3C2C(=O)N1c1cccc(Cl)c1 (centres undefined)	-9.9	-4.4	0.5%	2.2%	-5.5%[57.5 µM]	-0.2	i	-3.5%
Cc1csc(NC(=O)C(F)(F)F)n1	20.3	0.9	-2.5%	-0.3%	i	0.1	i	10.4%
O=C1c2ccccc2[C@@H]2C[C@@H](O)[C@H](Nc3ccccc3Cl)CCN12	23.2	-1.5	-0.6%	3.2%	15.2%	-1.3	i	-9.6%
CCOc1cc(C(=O)N/N=C/C2CC=CCC2)cc(OCC)c1OCC (centres undefined)	-10.3	-16.7	4.0%	-9.8%	?	0.6	i	28.1%
COCc1nnc(NS(=O)(=O)c2ccc(OC)cc2)s1	46.8	-8.0	.	2.1%	i	-1.7	i	1.0%
O=C(COc1ccccc1)Nc1ccc(S(=O)(=O)Nc2ccccn2)cc1	4.8	-1.9	-1.3%	10.6%	-12.4%	-1.6	i	0.4%
CCCCc1nnc(NC(=O)C(=O)OCC)s1	-11.8	-7.6	-0.8%	0.1%	-7.7%	-0.9	i	-1.8%
O=S(=O)(Nc1ccc(F)cc1)c1cccc2nsnc12	-25.9	-8.8	-0.6%	9.4%	-15.6%	1.4	i	-1.0%
O=[N+]([O-])c1cccc(-c2cn3ccccc3n2)c1	-8.6	-3.3	1.9%	-3.3%	-25.0%	0.1	i	2.3%
O=C(Nc1ccc(Br)cc1Br)C1CC(=O)N(Cc2ccccc2)C1 (centres undefined)	-21.8	-9.9	-13.6%	5.7%	-39.8%[inhibitor]	-4.2	i	-7.2%
Cn1c(=O)c2c(nc(N3CCOCC3)n2CCCNC2=NCCCCC2)n(C)c1=O	0.0	-4.1	-0.1%	1.9%	i	1.2	.	0.8%
